POLB inh: qHTS Assay for Inhibitors of DNA Polymerase Beta | P06746 | Pol beta primer extension/strand displacement, fluorescence kinetic | Potency, µM (highest dose often 114 µM), without a hit: top-dose activity change, negative = inhibition, most hits filed as inhibitors | 1.3% of 340,000 active; note: potency is the fitted concentration of half-maximal effect; % is set by controls: 0 for no effect and ±100 for the full control effect
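10 nM enzyme + cpd, 15 min RT; start with substrate 50 nM final; read 0 min and after 10 min RT. Corrected, normalized data; 4-parameter Hill curve fit.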
BLM inh: qHTS Assay for Inhibitors of Bloom's syndrome helicase (BLM) | RecQ-like DNA helicase BLM (Homo sapiens), P54132 | 0.2% of 350,000 active | AID 2528, 2010 | Potency, µM (titrated, usually from 56.1 µM), without a hit: top-dose activity change, negative = inhibition, usual class: inhibitors | recombinant BLM DNA unwinding, fluorescence dequenching;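 note: potency is the fitted concentration of half-maximal effect; plate controls were vehicle for no effect and no enzyme for full effect; nearly all actives have a fitted effect of over 35% in size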
POLI inh: qHTS for Inhibitors of Polymerase Iota; DNA polymerase iota (Homo sapiens), Q9UNA4; Pol iota fluorescent replication assay, 10 min; Potency, µM (series often up to 115 µM), without a hit: at the highest dose activity, negative = inhibition, hits mostly inhibitors; 1% of 390,000 active; note: potency is the fitted concentration of half-maximal effect
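Pol iota at 10 nM preincubated 15 min with compounds at room temperature; reaction started with fluorescent substrate, 50 nM final. Fluorescence read kinetically at 0 and 10 min; buffer-only wells as negative control.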
POLK inh: qHTS for Inhibitors of Polymerase Kappa; DNA polymerase kappa (Homo sapiens), Q9UBT6; purified Pol kappa, fluorescent DNA synthesis assay, 10 min; Potency, µM (titrated, usually from 107 µM), without a hit: at the top dose activity, negative = inhibition, actives largely listed as inhibitors; 0.53% of 400,000 active; AID 588579, 2011; note: potency is the fitted concentration of half-maximal effect; % is set by controls: 0 for no effect and ±100 for the full control effect
Target sequence (Q9UBT6 whole entry, looked up): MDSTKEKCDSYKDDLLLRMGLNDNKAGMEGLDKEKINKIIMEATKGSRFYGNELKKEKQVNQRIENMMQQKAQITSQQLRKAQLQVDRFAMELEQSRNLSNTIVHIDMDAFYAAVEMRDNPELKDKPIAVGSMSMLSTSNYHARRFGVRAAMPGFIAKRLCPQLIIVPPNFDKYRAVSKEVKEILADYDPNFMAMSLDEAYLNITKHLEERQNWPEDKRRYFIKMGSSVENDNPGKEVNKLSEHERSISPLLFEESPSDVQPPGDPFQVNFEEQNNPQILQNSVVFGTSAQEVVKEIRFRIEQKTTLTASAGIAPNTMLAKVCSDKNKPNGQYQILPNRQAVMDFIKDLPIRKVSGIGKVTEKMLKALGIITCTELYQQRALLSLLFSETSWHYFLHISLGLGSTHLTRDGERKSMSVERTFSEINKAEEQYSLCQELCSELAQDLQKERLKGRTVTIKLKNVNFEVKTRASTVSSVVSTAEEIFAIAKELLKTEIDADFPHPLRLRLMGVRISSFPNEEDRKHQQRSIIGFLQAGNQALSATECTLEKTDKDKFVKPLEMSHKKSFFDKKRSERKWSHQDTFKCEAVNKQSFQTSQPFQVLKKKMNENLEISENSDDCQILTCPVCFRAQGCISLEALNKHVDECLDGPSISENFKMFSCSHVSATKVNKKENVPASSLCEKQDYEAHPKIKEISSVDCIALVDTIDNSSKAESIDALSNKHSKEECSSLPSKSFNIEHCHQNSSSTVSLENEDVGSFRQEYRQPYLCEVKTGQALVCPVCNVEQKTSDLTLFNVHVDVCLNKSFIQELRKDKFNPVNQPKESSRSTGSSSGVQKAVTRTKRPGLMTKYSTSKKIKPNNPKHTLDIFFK
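50 nM final substrate added after 15 min RT preincubation of 10 nM Pol kappa with compound; fluorescence read at 0 and 10 min.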
RXFP1 antagonist: qHTS Assay for Antagonists of the Relaxin Receptor RXFP1. HEK293-RXFP1, relaxin-stimulated cAMP HTRF, 30 min; stronger effect = lower value. activity change, negative = inhibition, % at 57.5 µM. 0.59% of 350,000 active. AID 1259400, 2018;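 active = activity change of -60% or lower, but not beyond a set lower limit; inconclusive = change between -60% and -40%, or beyond the set limit; inactive = change above -40%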; note: % is set by controls: 0 for no effect and ±100 for the full control effect
POLH inh: qHTS for Inhibitors of Polymerase Eta; recombinant Pol eta, fluorescent DNA replication assay; DNA polymerase eta (Homo sapiens), Q9Y253; Potency, µM (top dose mostly 114 µM), without a hit: top-dose activity change, negative = inhibition, most hits filed as inhibitors; 1.2% of 390,000 active; note: potency is the fitted concentration of half-maximal effect; % is set by controls: 0 for no effect and ±100 for the full control effect
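Fluorescent replication assay: 50 nM final substrate added after a 15 min room-temperature compound preincubation with 10 nM enzyme. Signal taken at 0 min and again at 10 min.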
APEX1 inh: qHTS Assay for Inhibitors of the Human Apurinic/apyrimidinic Endonuclease 1 (APE1); AID 2517, 2012; 0.35% of 350,000 active; DNA repair nuclease/redox regulator APEX1 (Homo sapiens), P27695; Potency, µM (doses to about 65.8 µM), inactives show at the top dose activity change, negative = inhibition, usual class: inhibitors; recombinant APE1, TAMRA/BHQ-2 abasic DNA cleavage fluorescence;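 note: potency is the fitted concentration of half-maximal effect; plate controls were vehicle for no effect and reference inhibitor for full effect; nearly all actives have a fitted effect of over 55% in size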
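Incision of a quenched TAMRA/BHQ-2 THF abasic-site duplex (50 nM) by 0.75 nM APE1, after 15 min compound preincubation, measured as fluorescence increase over three 60 s reads. Values normalized to buffer, DMSO and NSC13755 control wells.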
PGK inhibitor: qHTS Assay to Find Inhibitors of Phosphoglycerate Kinase. PGK/GAPDH coupled, Kinase-Glo luminescence, 60 min. Potency, µM (titrated, usually from 57.5 µM), for the others: at the highest dose activity change, negative = inhibition, most hits filed as inhibitors. 0.043% of 380,000 active. AID 602233, 2012; note: potency is the fitted concentration of half-maximal effect; % is set by controls: 0 for no effect and ±100 for the full control effect; nearly all actives have a fitted effect of over 60% in size
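Recombinant glycosomal PGK reaction used 1,3-bisphosphoglycerate generated in-well by GAPDH (100nM final) in 100mM TEA pH 7.6, 5mM MgCl2, 0.01% Tween-20. After 60 minutes at room temperature, ATP was read by Kinase-Glo Plus luminescence end-point.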
Apoferritin bind: qHTS Assay for Identification of Novel General Anesthetics | 0.074% of 350,000 active | apoferritin/1-aminoanthracene competitive binding, fluorescence | AID 485281, 2010 | Potency, µM (highest dose often 77.5 µM), without a hit: top-dose activity change, negative = displacement, usual class: inhibitors | Ferritin light chain (Equus caballus), P02791; note: potency is the fitted concentration of half-maximal effect; % is set by controls: 0 for no effect and ±100 for the full control effect; nearly all actives have a fitted effect of over 20% in size
Target sequence (P02791 2-175 limits assumed): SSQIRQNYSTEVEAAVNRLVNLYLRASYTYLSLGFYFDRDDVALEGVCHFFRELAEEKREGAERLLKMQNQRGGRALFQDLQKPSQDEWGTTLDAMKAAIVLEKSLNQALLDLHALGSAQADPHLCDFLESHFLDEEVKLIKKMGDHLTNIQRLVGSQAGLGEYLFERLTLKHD
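Steps: apoferritin (10 uM) was premixed with half-saturated 1-AMA in PBS, compounds were pin-transferred, plates stood 10 min at room temperature, fluorescence was read at 380/535 nm, and curves were fitted with a Hill equation.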
Starred values were filed as active, the others as inactive; i = inactive; ? = inconclusive; / = no result given; & = joins results of further samples; [ ] = another dose, or the depositor's remark. Unless noted, calls come from the whole dose curve; as a rule, active = well fitted curve in the direction sought with a large enough effect; inconclusive = small, poorly fitted or top-dose-only effect, or another doubt; inactive = no such curve, though single readings can be large; an effect the other way counts as inactive or inconclusive.

1) c1ccc(-c2nn[nH]n2)nc1
2) CCc1ccc(S(=O)(=O)Nc2c(C)nn(C)c2C)cc1
3) O=C(O)/C=C\C(=O)Nc1ccc(OCc2ccccc2)cc1
4) COc1ccccc1NC(=O)c1c([N+](=O)[O-])cnn1C
5) O=C(CNC(=O)c1ccc(Br)cc1)NC1=NCCS1
6) COc1cc(/C=C/C(=O)NC2CCCCC2)cc(OC)c1OC
7) CC(Oc1cccc(Cl)c1)C(=O)Nc1ccc(N2CCOCC2)cc1N1CCOCC1 (stereo not given)
8) COc1cc(/C=c2/sc3nc(-c4ccccc4)c(-c4ccccc4)n3c2=O)cc(OC)c1OC

compound no.	1	2	3	4	5	6	7	8
POLB inh	3%	4%	1%	105%	11%	12%	/	5%
BLM inh	-3%	1%	2%	-3%	0%	-5%	/	-8%
POLI inh	35%	7%	44%[activator]	-15%	102%[activator]	156%[activator]	-5%	-13%
POLK inh	-10%	-6%	-5%	-5%	-22%	-2%	-2%	3%
RXFP1 antagonist	7	10	-5	12	4	-11	7	2
POLH inh	-8%	-11%	-14%	3%	2%	-21%	-21%	-18%
APEX1 inh	5%	-5%	4%	11%	13%	5%	5%	-4%
PGK inhibitor	i	-10%	-2%	-8%	-4%	i	-8%	i
Apoferritin bind	-1%	-3%	?	-14%	-7%	0%	/	-9%

Quoted from the listing:
CCc1ccc(S(=O)(=O)Nc2c(C)nn(C)c2C)cc1 in PGK inhibitor shows -10%
O=C(CNC(=O)c1ccc(Br)cc1)NC1=NCCS1 in BLM inh shows 0%

(next part)
9) CSc1ccccc1NC(=O)CN1CCCCC1
10) O=C(NCC(c1ccco1)S(=O)(=O)c1cccs1)c1ccc(F)c(F)c1 (stereo not given)
11) COc1ccccc1NC(CC(=O)c1ccccc1)C(=O)OCC(=O)c1ccc(Br)cc1 (stereo not given)
12) O=C(O)c1c(NC(=O)c2cccc3ccccc23)sc2c1CCC2
13) COc1ccc(CN(CCC(c2ccccc2)c2ccc(OC(C)C)cc2)C(=O)CCl)cc1OC (stereo not given)
14) COc1cccc(CNC(=O)CN(c2ccc(C(C)C)cc2)S(=O)(=O)c2c(C)noc2C)c1
15) CCc1ccccc1NC(=O)CCNS(=O)(=O)c1ccc2c(c1)CCCC(=O)N2
16) C[C@H](NC(N)=O)C(=O)OCC(=O)Nc1ccc(OC(F)F)cc1

compound no.	9	10	11	12	13	14	15	16
POLB inh	-10%	15%	22%	6%	3%	1%&0%	7%	4%
BLM inh	-3%	0%	-7%	-8%	-13%	-10%&-7%	1%	-4%
POLI inh	75%[activator]	36%[activator]	17%	9%	-5%	-4%&8%	19%	17%
POLK inh	-10%	-4%[60.1 µM]	-3%	-5%	-9%	-10%&-3%	-10%	10%
RXFP1 antagonist	5	-1	-12	-33	-23	8	/	0
POLH inh	-1%	-13%	-20%	7%	-20%	-10%&-17%	-13%	-6%
APEX1 inh	1%	/	1%	2%	-11%	-25%	/	11%
PGK inhibitor	9%	2%	-5%	-2%	-9%	-8%&-2%	-9%	3%
Apoferritin bind	-9%	-8%	-6%	2%	66%[activator]	-9%&-14%	-1%	5%

17) O=CNc1c(Cl)cc2c(c1Cl)Cc1cc([N+](=O)[O-])ccc1-2
18) Cc1cccc(NS(=O)(=O)c2cc(C(=O)N3CCCCCC3)ccc2C)c1
19) O=C(O)COCC(=O)N1CCc2c([nH]c3ccccc23)C1C(F)(F)F (stereo not given)
20) COc1ccc(N2CCN(Cc3nc4c(c(=O)[nH]c(=O)n4C)n3CC(C)=O)CC2)cc1
21) CCc1ccccc1NC(=O)C1=C(C)C(=O)OC12CCCCCC2
22) O=C(NCC(=O)N(c1ccc(F)cc1)C(C(=O)NCC1CCCO1)c1ccccc1)c1ccco1 (stereo not given)
23) COc1ccc(-c2c(-c3ccc(S(C)(=O)=O)cc3)sc3ccc(OC)cc23)cc1
24) COc1ccc(OCC(=O)N/N=C/c2ccc(N(C)C)cc2)cc1

compound no.	17	18	19	20	21	22	23	24
POLB inh	/	-11%	19%	-1%	?	18%	/	4%
BLM inh	/	-3%	0%	6%	0%	-3%	/	-8%
POLI inh	32%[activator]	60%[activator]	14%	8%	17%	10%	2%	4%
POLK inh	-5%	1%	-6%	12%	-10%	-11%	3%	-4%
RXFP1 antagonist	-15	-5	0	/	-15	5	/	-8
POLH inh	?	1%	6%	-11%	-2%	-4%	-2%	-10%
APEX1 inh	/	34%[activator]	16%	0%	/	9%	-4%	6%
PGK inhibitor	1%	-4%	-6%	-3%	-2%	-3%	3%	5%
Apoferritin bind	/	?	13%	36%[activator]	-11%	-6%	/	-9%

25) CNc1c(NS(=O)(=O)c2ccc(Cl)s2)c(=O)oc2ccccc12
26) COc1cc(NC(=O)c2cc3cc4cc(OC)ccc4nc3o2)cc(OC)c1
27) Cn1c(=O)n(/N=C/c2ccccc2)c2ccccc21
28) CCOc1ccc(N(CC(=O)NCc2cccs2)S(=O)(=O)c2c(C)noc2C)cc1
29) O=C(CN1CCN(Cc2ccccc2Cl)C1=O)NC1CCCCCCC1
30) CN1CCN(C(=O)CCc2nc(-c3ccc(Cl)cc3)no2)CC1
31) O=C(/C=C/c1ccccc1)NCc1ccc2c(c1)OCO2
32) CCOC(=O)C1=C(Cc2ccc(F)cc2)C(=O)c2ccccc2C1=O

compound no.	25	26	27	28	29	30	31	32
POLB inh	52%	-2%	13%	10%	-22%	?	11%	5%
BLM inh	-2%	-11%	0%	-7%	-2%	-5%	-2%	-16%
POLI inh	112%[activator]	13%	28%	9%	8%	12%	9%	?
POLK inh	0%	-11%[60.1 µM]	4%	-17%	-7%	0%	-10%	-19%
RXFP1 antagonist	-5	-3	6	/	-7	19	0	-19
POLH inh	-3%	13%	-8%	-11%	-14%	4%	-19%	?
APEX1 inh	-5%	/	-2%	5%	-3%	-2%	-8%	16%
PGK inhibitor	5%	7%	-7%	-1%	3%	-8%	-3%	-7%
Apoferritin bind	-7%	89%[activator]	-6%	-3%	?	-15%	4%	?

33) Cc1nn(CC(=O)c2ccc(Cl)cc2Cl)c(C)[n+]1N
34) NC(=O)C1CCN(C(=O)c2cc3n(n2)C(C(F)(F)F)CC(c2ccco2)N3)CC1 (stereo not given)
35) NS(=O)(=O)c1cc(C(=O)N=Nc2c(O)[nH]c3ccccc23)ccc1Cl
36) CCOC(=O)c1c(NC(=O)c2cc3n(n2)C(C(F)(F)F)CC(c2cccs2)N3)sc(C)c1C (stereo not given)
37) C=CCOC(=O)C1=C[C@@H](C2CCCCC2)C[C@@H](OCc2ccc(CO)cc2)O1
38) Cc1cccc(C)c1Nc1nnc(SCc2cc([N+](=O)[O-])cc3c2OCOC3)s1
39) COc1ccc(CNC(=O)C2CCC(CNc3nc(=S)[nH]c4ccccc34)CC2)cc1 (stereo not given)
40) Cc1ccc2c(CSc3nc4nc(C)cc(C)n4n3)cc(=O)oc2c1

compound no.	33	34	35	36	37	38	39	40
POLB inh	?	-1%	22µM*	0%	0%	1%	0%	7%
BLM inh	4%	3%	?	4%	-18%	-7%	-2%	-4%
POLI inh	29%	22%	50µM*	24%	-17%	-10%	/	6%
POLK inh	0%	-12%	-31%	-4%	-11%	-8%	/	-11%
RXFP1 antagonist	-1	-1	-6	-12	/	-14	/	-12
POLH inh	-19%	-17%	?	0%	-9%	-11%	/	-9%
APEX1 inh	2%	-3%	-5%	3%	-8%	-9%	-4%	-5%
PGK inhibitor	-2%	-4%	-10%	8%	-11%	-2%	/	i
Apoferritin bind	2%	11%	?	-13%	?	-21%	-2%	-17%

41) Cc1nc2ccccc2n1CCOc1ccccc1
42) CCOc1ccccc1N(C)C(=O)c1cn(CC)c(=O)c2cc(OC)c(OC)cc12
43) O=C(NCCCN1CCCC1=O)c1ccc2c(=O)n(-c3ccc(F)cc3)c(=S)[nH]c2c1
44) COCCn1c(=N)c(C(=O)NCC2CCCO2)cc2c(=O)n3ccccc3nc21 (stereo not given)
45) Cc1c(C)c2cc3c(C)coc3cc2oc1=O

compound no.	41	42	43	44	45
POLB inh	-8%	21%	21%	-3%	-9%
BLM inh	-7%	0%	-2%	1%	1%
POLI inh	133%[activator]	19%	/	48%[activator]	24%
POLK inh	-14%	0%	/	9%	-11%
RXFP1 antagonist	-5	-3	/	/	8
POLH inh	-8%	-8%	/	-17%	6%
APEX1 inh	52%	19%	11%	/	41%
PGK inhibitor	-3%	0%	/	-2%	6%
Apoferritin bind	-10%	0%	2%	942%[activator]	-2%

An excerpt from above in order of their number in BLM inh, largest number first.
cpd	Molecule	BLM inh	POLI inh	POLK inh	RXFP1 antagonist	POLH inh	PGK inhibitor	Apoferritin bind
45	Cc1c(C)c2cc3c(C)coc3cc2oc1=O	1%	24%	-11%	8	6%	6%	-2%
42	CCOc1ccccc1N(C)C(=O)c1cn(CC)c(=O)c2cc(OC)c(OC)cc12	0%	19%	0%	-3	-8%	0%	0%
43	O=C(NCCCN1CCCC1=O)c1ccc2c(=O)n(-c3ccc(F)cc3)c(=S)[nH]c2c1	-2%	/	/	/	/	/	2%
41	Cc1nc2ccccc2n1CCOc1ccccc1	-7%	133%[activator]	-14%	-5	-8%	-3%	-10%

Assay outcomes (PubChem BioAssay)

Not all compounds are listed; rates above refer to the full screens.
